Pol kappa inh = qHTS for Inhibitors of Polymerase Kappa; DNA polymerase kappa (Homo sapiens), Q9UBT6; purified Pol kappa, fluorescent DNA synthesis assay, 10 min; Potency, µM (doses to about 107 µM), without a hit: at the top dose activity, negative = inhibition, actives largely listed as inhibitors; 400,000 tested, 0.53% active; further: on the % scale 0 is the no-effect control and ±100 the full control effect
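Enzyme at 10 nM met test compounds for 15 min at room temperature. Substrate addition (50 nM final) began the reaction, which was monitored by fluorescence at 0 and 10 min.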
JMJD2A Tudor inh = qHTS Assay for Inhibitors of JMJD2A-Tudor Domain. Potency, µM (highest dose often 114 µM), without a hit: at the top dose activity change, negative = inhibition, actives largely listed as inhibitors. 390,000 tested, 4.4% active. AlphaScreen JMJD2A-Tudor / H3K4me3 peptide binding; further: on the % scale 0 is the no-effect control and ±100 the full control effect; nearly all actives have a fitted effect of over 50% in size
Pol iota inh = qHTS for Inhibitors of Polymerase Iota. DNA polymerase iota (Homo sapiens), Q9UNA4. Pol iota fluorescent replication assay, 10 min. Potency, µM (series often up to 115 µM), without a hit: at the top dose activity, negative = inhibition, actives largely listed as inhibitors. 390,000 tested, 1% active
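Fluorescent replication assay read twice, at 0 min and 10 min after adding 50 nM (final) substrate. Enzyme (10 nM) and compounds were first incubated 15 min at room temperature; enzyme-free buffer wells were negative controls.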
BAZ2B block = qHTS Assay for Inhibitors of BAZ2B; AlphaScreen BAZ2B-H3K14Ac peptide displacement; Potency, µM (top dose mostly 114 µM), for inactives: at the highest dose activity change, negative = inhibition, hits mostly inhibitors; 360,000 tested, 4.4% active; AID 504333, 2011; further: on the % scale 0 is the no-effect control and ±100 the full control effect; nearly all actives have a fitted effect of over 60% in size
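AlphaScreen displacement of biotin-H3(5-23)K14Ac peptide (50 nM final) from BAZ2B (50 nM final) in PBS pH 7.4, 0.01% Tween-20; complex preformed 30 min RT, then compounds (top 110 uM) 30 min RT, beads 20 min dark.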
BLM helicase inh = qHTS Assay for Inhibitors of Bloom's syndrome helicase (BLM); RecQ-like DNA helicase BLM (Homo sapiens), P54132; recombinant BLM DNA unwinding, fluorescence dequenching; Potency, µM (top dose mostly 56.1 µM), inactives show top-dose activity change, negative = inhibition, hits mostly inhibitors; 350,000 tested, 0.2% active;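 further: plate controls were vehicle for no effect and no enzyme for full effect; nearly all actives have a fitted effect of over 35% in size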
APE1 inh = qHTS Assay for Inhibitors of the Human Apurinic/apyrimidinic Endonuclease 1 (APE1); recombinant APE1, TAMRA/BHQ-2 abasic DNA cleavage fluorescence; Potency, µM (doses to about 65.8 µM), without a hit: at the highest dose activity change, negative = inhibition, actives largely listed as inhibitors; 350,000 tested, 0.35% active; AID 2517, 2012;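 further: plate controls were vehicle for no effect and reference inhibitor for full effect; nearly all actives have a fitted effect of over 55% in size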
Target sequence (P27695 whole entry, looked up): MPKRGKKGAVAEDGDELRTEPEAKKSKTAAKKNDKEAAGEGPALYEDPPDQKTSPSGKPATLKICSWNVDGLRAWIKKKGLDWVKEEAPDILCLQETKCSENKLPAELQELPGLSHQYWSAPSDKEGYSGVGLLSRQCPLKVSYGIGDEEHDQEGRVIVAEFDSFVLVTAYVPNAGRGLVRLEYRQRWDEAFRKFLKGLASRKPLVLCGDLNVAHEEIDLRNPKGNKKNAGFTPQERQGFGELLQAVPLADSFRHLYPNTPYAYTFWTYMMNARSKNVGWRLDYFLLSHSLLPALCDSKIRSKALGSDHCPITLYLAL
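Kinetic fluorescence read (525 ex/598 em nm, three reads 60 s apart) of AP-site incision; signal = third minus first read. Enzyme 0.75 nM, dual-labelled THF duplex 50 nM, compound preincubation 15 min RT.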
Pol eta inh = qHTS for Inhibitors of Polymerase Eta; recombinant Pol eta, fluorescent DNA replication assay; AID 588591, 2011; 390,000 tested, 1.2% active; Potency, µM (series often up to 114 µM), without a hit: at the top dose activity change, negative = inhibition, actives largely listed as inhibitors; DNA polymerase eta (Homo sapiens), Q9Y253; further: on the % scale 0 is the no-effect control and ±100 the full control effect
Target sequence (Q9Y253 whole entry, looked up): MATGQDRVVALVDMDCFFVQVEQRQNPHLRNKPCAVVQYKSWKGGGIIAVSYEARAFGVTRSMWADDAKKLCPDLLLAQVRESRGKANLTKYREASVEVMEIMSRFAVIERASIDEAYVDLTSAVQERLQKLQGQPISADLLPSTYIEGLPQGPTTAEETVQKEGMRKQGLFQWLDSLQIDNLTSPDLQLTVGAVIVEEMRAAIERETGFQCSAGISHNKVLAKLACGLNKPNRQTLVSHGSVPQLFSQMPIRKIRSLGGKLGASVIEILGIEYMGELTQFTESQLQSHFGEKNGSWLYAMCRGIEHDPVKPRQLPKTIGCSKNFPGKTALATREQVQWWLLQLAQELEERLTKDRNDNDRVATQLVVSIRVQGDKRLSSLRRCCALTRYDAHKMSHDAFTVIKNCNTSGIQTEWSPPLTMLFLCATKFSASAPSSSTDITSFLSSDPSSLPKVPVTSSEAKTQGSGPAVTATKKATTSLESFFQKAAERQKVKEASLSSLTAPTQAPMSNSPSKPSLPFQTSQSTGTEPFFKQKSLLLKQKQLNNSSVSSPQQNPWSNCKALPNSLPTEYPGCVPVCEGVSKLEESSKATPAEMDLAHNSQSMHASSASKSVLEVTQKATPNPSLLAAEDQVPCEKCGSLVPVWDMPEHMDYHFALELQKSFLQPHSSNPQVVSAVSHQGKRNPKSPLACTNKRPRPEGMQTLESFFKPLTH
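Pol eta at 10 nM preincubated with compounds 15 min at room temperature; reaction started with fluorescent substrate (50 nM final) and read kinetically at 0 and 10 min.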
G9a inh = qHTS Assay for Inhibitors of Histone Lysine Methyltransferase G9a; G9a H3K9 monomethylation, AlphaScreen, 2 h; Potency, µM (series often up to 102 µM), inactives show top-dose activity, negative = inhibition, hits mostly inhibitors; 350,000 tested, 8.8% active; AID 504332, 2011; further: on the % scale 0 is the no-effect control and ±100 the full control effect; nearly all actives have a fitted effect of over 75% in size
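G9a (20 nM) was preincubated 15 min with compound, then reacted 2 h at room temperature with 500 nM biotin-H3K9 peptide and 20 µM SAM. Monomethyl-H3K9 detected by AlphaScreen using anti-H3K9me1 antibody.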
POLB inh = qHTS Assay for Inhibitors of DNA Polymerase Beta. Potency, µM (series often up to 114 µM), for inactives: top-dose activity change, negative = inhibition, actives largely listed as inhibitors. Pol beta primer extension/strand displacement, fluorescence kinetic. AID 485314, 2010. 340,000 tested, 1.3% active. P06746; further: on the % scale 0 is the no-effect control and ±100 the full control effect
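10 nM enzyme + cpd, 15 min RT; start with substrate 50 nM final; read 0 min and after 10 min RT. Corrected, normalized data; 4-parameter Hill curve fit.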
Active calls of the source: *; [ ] = remark or other dose. The call rests on the fitted dose curve; in most records, active means well fitted curve in the direction sought with a large enough effect; inconclusive means small, poorly fitted or top-dose-only effect, or another doubt; inactive means no such curve, though single readings can be large; an effect the other way counts as inactive or inconclusive. Potency means the concentration at half of the fitted maximal effect.

How did Cc1cnc(CN2CCCC(C(=O)c3ccc4c5c(cccc35)CC4)C2)[nH]1 (stereo not given) do in these assays?
Pol kappa inh: -12%; JMJD2A Tudor inh: 50µM*; Pol iota inh: 110%[activator]; BAZ2B block: inconclusive; BLM helicase inh: -4%; APE1 inh: 0%; Pol eta inh: -14%; G9a inh: inconclusive; POLB inh: inconclusive

Results for CC(NC(=O)C1CCC1)c1ccc(Cl)cc1 (stereo not given) ?
Pol kappa inh: -5%; JMJD2A Tudor inh: 4%; Pol iota inh: 23%; BAZ2B block: 2%; BLM helicase inh: -7%; APE1 inh: 2%; Pol eta inh: 0%; G9a inh: 2%[12.7 µM]; POLB inh: -20%

Results for Cc1ccc(Oc2nc3ccccc3n3c(C)nnc23)c(C)c1 ?
Pol kappa inh: -6%; JMJD2A Tudor inh: -17%; Pol iota inh: inconclusive; BAZ2B block: 6%; BLM helicase inh: -1%; APE1 inh: -1%; Pol eta inh: -2%; G9a inh: -40%[59 µM]; POLB inh: -1%

What do the screens show for `Cc1cc(C)c(NC(=O)COCc2cc(-c3cccs3)on2)c(C)c1`?
Pol kappa inh: -9%; JMJD2A Tudor inh: 4%; Pol iota inh: -17%; BAZ2B block: 1%; BLM helicase inh: -3%; Pol eta inh: 12%; G9a inh: -9%[59 µM]; POLB inh: 17%

How did CN1CCN(CC(=O)NC23CC4CC(CC(C4)C2)C3)CC1 do in these assays?
Pol kappa inh: -2%; JMJD2A Tudor inh: -12%; Pol iota inh: 21%; BAZ2B block: inconclusive; BLM helicase inh: -4%; APE1 inh: -9%; Pol eta inh: -14%; G9a inh: inconclusive; POLB inh: 19%

Results for O=C(NCc1ccc(F)cc1)c1cc2c(s1)CCCC2 ?
Pol kappa inh: -5%; JMJD2A Tudor inh: 7%; Pol iota inh: 1%; BAZ2B block: 4%; BLM helicase inh: -5%; APE1 inh: 15%; Pol eta inh: -18%; G9a inh: 0%[12.7 µM]; POLB inh: 20%

Results for Cn1nnnc1SCc1nc2scc(-c3ccccc3)c2c(=O)[nH]1 ?
Pol kappa inh: 4%; JMJD2A Tudor inh: -13%; Pol iota inh: 11%; BAZ2B block: -10%; BLM helicase inh: -3%; APE1 inh: 3%; Pol eta inh: -21%; G9a inh: 4%; POLB inh: 31%[activator]

How did COC(=O)c1sccc1NC(=O)Nc1ccc(OC)cc1OC do in these assays?
Pol kappa inh: 10%; JMJD2A Tudor inh: -26%; Pol iota inh: 73%[activator]; BAZ2B block: -29%; BLM helicase inh: -3%; APE1 inh: 38%; Pol eta inh: -9%; G9a inh: 23%; POLB inh: -26%

Results for CC[C@H]1C(c2ccccc2)=NN(c2ccccc2)[C@@H]1CO ?
Pol kappa inh: inconclusive; BLM helicase inh: -6%[75.6 µM]; APE1 inh: 6%; G9a inh: 77%[activator]

How did CCOC(=O)N1CCN(C(=O)c2ccc(OC)c(OC)c2)CC1 do in these assays?
Pol kappa inh: -5%; JMJD2A Tudor inh: -10%; Pol iota inh: 4%; BAZ2B block: -30%; BLM helicase inh: -5%; APE1 inh: -9%; Pol eta inh: 8%; G9a inh: -13%; POLB inh: 37%[activator]

What do the screens show for `COc1ccc(-n2nc(C(=O)N3CCN(c4ccc(F)cc4)CC3)c3ccccc3c2=O)c(OC)c1`?
Pol kappa inh: -9%; JMJD2A Tudor inh: -16%[11.4 µM]; Pol iota inh: -3%; BAZ2B block: -39%; BLM helicase inh: -4%; APE1 inh: 2%; Pol eta inh: -9%; G9a inh: inconclusive; POLB inh: -23%

How did Cc1ccc(OCC(=O)c2c[nH]c3ccccc23)c([N+](=O)[O-])n1 do in these assays?
Pol kappa inh: 8%; JMJD2A Tudor inh: -9%; Pol iota inh: -8%; BAZ2B block: -21%; BLM helicase inh: -6%; APE1 inh: -1%; Pol eta inh: -7%; G9a inh: 2%; POLB inh: 2%

Results for COC(=O)c1ccc(NC(=O)c2ccccc2NS(C)(=O)=O)cc1 ?
Pol kappa inh: 2%; JMJD2A Tudor inh: -2%; Pol iota inh: -7%; BAZ2B block: 8%; BLM helicase inh: -1%; APE1 inh: 0%; Pol eta inh: -10%; G9a inh: -30%[12.7 µM]; POLB inh: -10%

Results for COc1ccc(-c2ccc(CCC(=O)O)n2CC(=O)Nc2cccc(Cl)c2C)cc1 ?
Pol kappa inh: -3%; JMJD2A Tudor inh: -28%; Pol iota inh: -2%; BAZ2B block: inconclusive; BLM helicase inh: -2%; Pol eta inh: -7%; G9a inh: inconclusive; POLB inh: 19%

How did COc1ccc(NS(=O)(=O)c2cc(NC(=O)Cn3cnc4c3c(=O)n(C)c(=O)n4C)ccc2C)cc1 do in these assays?
Pol kappa inh: -16%; JMJD2A Tudor inh: -21%; Pol iota inh: 14%; BAZ2B block: -14%; BLM helicase inh: -4%; APE1 inh: 2%; Pol eta inh: -3%; G9a inh: 13%[59 µM]; POLB inh: 24%

How did COc1ccc2[nH]c(C)c(CCNC(=S)Nc3cc(C)ccc3C)c2c1 do in these assays?
Pol kappa inh: -8%; JMJD2A Tudor inh: -21%; Pol iota inh: -3%; BAZ2B block: 2%; BLM helicase inh: 3%; APE1 inh: inconclusive; Pol eta inh: 1%; G9a inh: 14%; POLB inh: 3%

How did O=C(Cc1cccc2ccccc12)N/N=C/c1ccc2cccc(O)c2n1 do in these assays?
Pol kappa inh: -9%; JMJD2A Tudor inh: -16%; Pol iota inh: 33%[activator]; BAZ2B block: -13%; BLM helicase inh: -1%; APE1 inh: 6%; Pol eta inh: inconclusive; G9a inh: 0%; POLB inh: 23%

How did CCOc1ccc(N(C(C)=O)c2nc(C)cc(C)c2C#N)cc1 do in these assays?
Pol kappa inh: -9%; JMJD2A Tudor inh: -19%; Pol iota inh: 0%; BAZ2B block: 2%; BLM helicase inh: 3%; APE1 inh: 0%; Pol eta inh: 3%; G9a inh: 22%[59 µM]; POLB inh: 2%

How did O=S(=O)(Nc1nc2ccccc2s1)c1ccc(Cl)s1 do in these assays?
Pol kappa inh: -10%; JMJD2A Tudor inh: -3%; Pol iota inh: -8%; BAZ2B block: 1%; BLM helicase inh: -1%; APE1 inh: 4%; Pol eta inh: -1%; G9a inh: inconclusive; POLB inh: 28%

Results for O=C(CSc1nc(=O)[nH]c2c1CCCC2)NCc1ccccc1Cl ?
Pol kappa inh: -4%[60.1 µM]; JMJD2A Tudor inh: -4%; Pol iota inh: 27%; BAZ2B block: 18%; BLM helicase inh: 0%; Pol eta inh: -24%; G9a inh: 9%[59 µM]; POLB inh: 5%

Results for Cc1cc(C)c(S(=O)(=O)N2C=CC(C(F)(F)F)=NCC2)c(C)c1 ?
Pol kappa inh: 0%; JMJD2A Tudor inh: 7%; Pol iota inh: 10%; BAZ2B block: -13%; BLM helicase inh: 2%; APE1 inh: -11%; Pol eta inh: -11%; G9a inh: -1%[59 µM]; POLB inh: inconclusive

How did CC(C)Cn1c(-c2cc(Br)ccc2F)nc2c1c(=O)[nH]c(=O)n2CC(C)C do in these assays?
Pol kappa inh: -6%; JMJD2A Tudor inh: -29%; Pol iota inh: 3%; BAZ2B block: -13%; BLM helicase inh: -7%; APE1 inh: 8%; Pol eta inh: -25%; G9a inh: 15%; POLB inh: 4%

How did Cc1ccc(NC(=S)N(CCC(C)C)C(C)c2ccncc2)c(Cl)c1 (stereo not given) do in these assays?
Pol kappa inh: -3%; JMJD2A Tudor inh: -20%; Pol iota inh: -15%; BAZ2B block: -26%; BLM helicase inh: -4%; APE1 inh: -2%; Pol eta inh: -17%; G9a inh: 0%[12.7 µM]; POLB inh: -22%

How did O=C(CNC(=O)c1ccc(C(F)(F)F)cc1)NC1CC1 do in these assays?
Pol kappa inh: -23%; JMJD2A Tudor inh: -12%; Pol iota inh: 15%; APE1 inh: 35%; Pol eta inh: -2%

Results for O=C(CCNC(=O)c1ccccc1Cl)NCC1COc2ccccc2O1 (stereo not given) ?
Pol kappa inh: -4%; JMJD2A Tudor inh: -10%; Pol iota inh: 19%; BAZ2B block: -1%; APE1 inh: -9%; Pol eta inh: -4%; G9a inh: inconclusive

Results for O=C(CCC(=O)N1CCOCC1)NCCc1ccc(Cl)cc1Cl ?
Pol kappa inh: -5%; JMJD2A Tudor inh: -1%; Pol iota inh: 13%; BAZ2B block: -1%; BLM helicase inh: 0%; APE1 inh: 7%; Pol eta inh: -12%; G9a inh: -4%; POLB inh: 53%

What do the screens show for `Cc1nnc(N2C(=O)c3oc4ccccc4c(=O)c3C2c2ccc(C(C)(C)C)cc2)s1` (stereo not given)?
Pol kappa inh: -20%; JMJD2A Tudor inh: -4%; Pol iota inh: -9%; BAZ2B block: -1%; BLM helicase inh: -4%; Pol eta inh: -7%; G9a inh: -43%[59 µM]; POLB inh: 12%

Results for C=CCn1cc(-c2ccccc2)cc(C#N)c1=O ?
Pol kappa inh: -16%; JMJD2A Tudor inh: -6%; Pol iota inh: 4%; BAZ2B block: 10%; BLM helicase inh: 0%; APE1 inh: 2%; Pol eta inh: -13%; G9a inh: 14%; POLB inh: 2%

In the list so far, these have an aryl thioether with sulfur outside any ring:
Results for Cn1nnnc1SCc1nc2scc(-c3ccccc3)c2c(=O)[nH]1 ?
Pol kappa inh: 4%; JMJD2A Tudor inh: -13%; Pol iota inh: 11%; BAZ2B block: -10%; BLM helicase inh: -3%; APE1 inh: 3%; Pol eta inh: -21%; G9a inh: 4%; POLB inh: 31%[activator]

Results for O=C(CSc1nc(=O)[nH]c2c1CCCC2)NCc1ccccc1Cl ?
Pol kappa inh: -4%[60.1 µM]; JMJD2A Tudor inh: -4%; Pol iota inh: 27%; BAZ2B block: 18%; BLM helicase inh: 0%; Pol eta inh: -24%; G9a inh: 9%[59 µM]; POLB inh: 5%

Assay outcomes as filed in PubChem.

An excerpt. The share of hits here may be higher or lower than overall.
